MEX-5 binding – C. elegans MEX-5 TCR-2 RNA binding activity | Q9XUB2 | MEX-5/FITC-TCR2 RNA binding, fluorescence polarization; hits give low values | activity score (negative = inhibition of binding), % at 10 µM | 300,000 compounds, 0.38% hits | AID 1832;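 active = inhibition past about -25% in most replicates, and total fluorescence under double the plate's negative control median, limit read from the data; inconclusive = replicates evenly split on the limit, or fluorescence at least double controls; inactive = too little inhibition in most replicates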;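 also: 0% = DMSO and -100% = 5 µM competing unlabeled TCR2 RNA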
Fam108B counter – counter-screen for RBBP9 inhibitors: inhibitors of mouse Fam108B | recombinant Fam108B, FP-Rh probe fluorescence polarization | inhibition, % at 9.51 µM | 300,000 compounds, 0.33% hits;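 active = inhibition above the screen mean inhibition plus 3 SD, computed separately per campaign, cut at about 18% in these data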;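 also: inhibitors lower polarization as less probe binds the enzyme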
VLA-4 inh – inhibition in a human VLA-4 binding assay; P13612; VLA-4 expressing cells, ligand binding flow cytometry; inhibition, % (about 7 µM as worked out from the volumes in the protocol); 330,000 compounds, 0.2% hits; AID 2557; in the data active = inhibition above about 50%
Target sequence (P13612 whole entry, looked up): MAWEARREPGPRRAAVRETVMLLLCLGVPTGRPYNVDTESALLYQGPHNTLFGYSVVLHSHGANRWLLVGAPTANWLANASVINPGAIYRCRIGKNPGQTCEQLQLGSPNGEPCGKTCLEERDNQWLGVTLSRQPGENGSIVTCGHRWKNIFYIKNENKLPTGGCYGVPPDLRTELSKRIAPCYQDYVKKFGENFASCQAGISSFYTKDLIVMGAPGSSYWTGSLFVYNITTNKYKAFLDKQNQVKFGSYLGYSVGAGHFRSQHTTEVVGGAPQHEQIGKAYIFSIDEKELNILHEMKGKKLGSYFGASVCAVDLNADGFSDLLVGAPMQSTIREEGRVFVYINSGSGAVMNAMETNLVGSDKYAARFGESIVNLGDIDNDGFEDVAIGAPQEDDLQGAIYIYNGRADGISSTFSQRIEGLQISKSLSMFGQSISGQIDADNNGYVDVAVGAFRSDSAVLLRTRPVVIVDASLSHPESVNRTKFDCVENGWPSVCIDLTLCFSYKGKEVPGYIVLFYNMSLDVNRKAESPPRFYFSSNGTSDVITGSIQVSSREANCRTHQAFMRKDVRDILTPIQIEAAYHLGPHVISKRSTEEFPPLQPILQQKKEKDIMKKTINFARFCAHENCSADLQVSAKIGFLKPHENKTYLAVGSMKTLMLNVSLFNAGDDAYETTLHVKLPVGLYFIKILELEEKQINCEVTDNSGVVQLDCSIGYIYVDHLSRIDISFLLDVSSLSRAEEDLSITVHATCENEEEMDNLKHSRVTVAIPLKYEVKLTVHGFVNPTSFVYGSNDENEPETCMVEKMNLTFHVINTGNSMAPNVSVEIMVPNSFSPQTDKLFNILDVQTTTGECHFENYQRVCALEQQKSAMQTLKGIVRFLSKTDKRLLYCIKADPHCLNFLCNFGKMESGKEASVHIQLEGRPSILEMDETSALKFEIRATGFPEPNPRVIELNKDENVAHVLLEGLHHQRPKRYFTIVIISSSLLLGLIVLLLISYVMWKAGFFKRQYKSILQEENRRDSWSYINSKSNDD
MCL1-BIM inh – inhibitors of human MCL1 binding to BIM-BH3 peptide | Q07820 | GST-MCL1 / FITC-Bim-BH3 fluorescence polarization | inhibition, % at 10.9 µM | 320,000 compounds, 0.68% hits;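 active = inhibition above the mean inhibition of all tested compounds plus 3 SD, set per campaign, cut at about 40% in these data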;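 also: 0% = DMSO wells and 100% = unlabeled Bim-BH3 peptide control; higher means more loss of mP so more displacement of Bim peptide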
CIT2 TOR yeast – alters CIT2-GFP fluorescence in TOR pathway yeast screen | AID 2029 | S. cerevisiae CIT2-GFP strain, flow cytometry, 3 h; 100 means same as DMSO wells | 320,000 compounds, 0.065% hits | GFP response vs DMSO, % at 10 µM;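 active = GFP response relative to DMSO above a set limit, near the screen mean plus 3 SD, cut at about 150% in these data; inconclusive = Fewer than 70 cells measured for a yeast strain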;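 also: ratio of well median GFP fluorescence to mean of DMSO wells on the plate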
Bcl-xL primary – inhibitors of human Bcl-xL; Q07817; GST-Bcl-xL / FITC-Bim BH3 peptide fluorescence polarization; inhibition, % at 10.9 µM; 320,000 compounds, 0.7% hits; AID 2129;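 active = inhibition above the mean of all tested compounds plus 3 SD, cutoff set per campaign, cut at about 30% in these data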;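 also: 0% = DMSO wells and 100% = unlabeled Bim-BH3 peptide competitor; inhibitors lower millipolarization by displacing the labeled peptide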
AGP1 TOR yeast – modulators of TOR pathway AGP1-GFP in S. cerevisiae | S. cerevisiae AGP1-GFP multiplex flow cytometry, 3 h; GFP as percent of DMSO wells | GFP response vs DMSO, % at 10 µM | 320,000 compounds, 0.02% hits | AID 2066;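 active = GFP response relative to DMSO above a set limit, near screen average plus 3 SD, cut at about 150% in these data; inconclusive = fewer than 70 cells counted for the yeast strain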;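 also: median GFP channel fluorescence of the gated AGP1 strain per well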
GLD-1 TGE inh – GLD-1-TGE RNA interaction inhibition (C. elegans); AID 2280; purified GLD-1 + fluorescein TGE RNA, fluorescence polarization; 320,000 compounds, 0.44% hits; inhibition, % at 5.96 µM; Q17339;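 active = percent inhibition above a per-plate cutoff, the plate mean of test compounds plus 3 SD, cut at about 30% in these data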;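 also: 0% = DMSO wells with GLD-1 and probe and 100% = wells lacking GLD-1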
GRK2 inh – human GRK2 inhibition via aptamer displacement. bead flow cytometry, FAM-aptamer displacement from GRK2. 330,000 compounds, 0.59% hits. inhibition of aptamer binding, % at 10 µM. P25098;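 active = inhibition of aptamer binding above 40%, roughly 3 SD of noise, on plates passing a quality check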;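 also: median bead fluorescence of bound FAM aptamer so fluorescent compounds give negative values; no value below 0 was filed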
Active calls of the source: *; ? = inconclusive; nt = not tested or not shown; [ ] = another dose, or the depositor's remark.

SMILES	MEX-5 binding	Fam108B counter	VLA-4 inh	MCL1-BIM inh	CIT2 TOR yeast	Bcl-xL primary	AGP1 TOR yeast	GLD-1 TGE inh	GRK2 inh
O=C(CN1CCC(O)(c2ccc3c(c2)OCO3)CC1)NC1CCCCC1	-0.4	-3	-1	-6	96	2	98	2	0
COc1cc(NC(=O)c2cccnc2SC)cc(OC)c1OC	1.0	2	2	-3	89	-1	97	-4	0
CC(=O)Nc1cc2c(cc1[N+](=O)[O-])OCCO2	-1.6	-1	-2	-1	98	-1	104	1	3
O=C(Cn1nnc2ccccc21)C1CC1	-0.7	1	8	-3	88	0	91	-5	2
COc1cc(C(=O)NNC(=O)Cc2ccc(S(=O)(=O)N3CCOCC3)s2)cc(OC)c1OC	-1.9	5	1	1	108	4	99	-2	2
CCc1nnc(NC(=O)CSc2nc3c([nH]c4ccccc43)c(=O)n2CCOC)s1	1.3	0	7	10	92	4	82	1	2
COCCNC(=O)C(c1ccc(Cl)cc1)N(CCOC)C(=O)CCC(=O)Nc1nccs1 (centres undefined)	-0.2	5	-14	0	110	-2	108	0	2
CCO[C@@H]1OC(C(=O)NCc2ccccc2)=C[C@H](c2ccc3c(c2)OCO3)[C@H]1CCCO	0.8	2	17	-1	118	3	94	5	0
COc1ccc(C(=O)/C=C/c2cn(CN3CCN(C)CC3)c3ccccc23)cc1	nt	5	-3	-8	103	-4	97	-46	9
CCn1cc(C(=O)NCCC(=O)NCCO)c(=O)c2cc3c(cc21)OCO3	0.1	-7	6	4	99	1	102	0	10
CN(C)C1=NC[C@H](Cc2ccccc2)N1CC1CCCC1	nt	-2	29	0	108	6	102	-2	2
CCSc1nnc([C@@H](NC(=O)OC(C)(C)C)C(C)C)o1	1.1	0	-5	7	104	4	116	5	1
CC(=O)CSc1ccc(C(=O)O)cn1	0.7	3	27	5	96	5	102	8	3
CCOC(=O)N1CCN(c2ncnc3nc[nH]c23)CC1	2.6	0	16	1	94	1	97	1	2
O=C(NC1CC2CCC(C1)N2Cc1ccco1)c1ccccc1 (centres undefined)	-0.1	2	20	9	98	7	100	4	0
Cc1ccccc1NC(=S)NCc1cccs1	3.7	0	0	5	?	4	?	6	0
O=C(Cc1nn[nH]n1)NCCC1=CCCCC1	-2.3	-1	2	11	108	4	110	-2	4
CC(C)C(NS(=O)(=O)c1ccccc1)C(=O)N1CCN(C(=O)c2ccco2)CC1 (centres undefined)	0.1	0	-1	-3	108	3	110	-7	0
CCCc1nc2c(nnn2Cc2ccccc2Cl)c(=O)[nH]1	0.9	2	-8	8	109	6	116	1	3
CC(c1ccco1)N(C(=O)COc1ccc(Cl)cc1)c1ccccn1 (centres undefined)	nt	0	3	8	90	11	96	1	0
CCOc1ccc(NC(=O)CN(C)CC(=O)Nc2ccccc2SC)cc1OCC	1.5	0	3	-1	91	3	90	5	0
O=C(CNC(=S)NC(=O)c1ccccc1Br)c1ccccc1	1.0	2	0	5	109	3	95	9	17
COc1ccccc1CNC(=O)CSc1ccc(-c2ccncc2)nn1	-0.6	-2	-4	-3	84	3	60	4	1
CN(CC(=O)Nc1ccc(Cl)c(C(F)(F)F)c1)C(=O)c1ccc(OCC2CCCO2)cc1 (centres undefined)	1.0	-5	-3	-6	81	0	88	5	3
O=C(C1CC1)N1N=C(c2ccc(Cl)cc2)CC1(O)C(F)(F)F (centres undefined)	0.6	-5	-6	5	101	1	95	3	0
COc1ccc(/C(C)=N/NC(=O)c2cc(C)[nH]n2)c(OC)c1	2.0	2	-1	7	105	2	106	-8	3
CN1/C(=C\C(=O)Nc2cccc(Cl)c2)C(C)(C)c2ccccc21	2.5	1	-351	5	100	3	94	-4	0
CC(=O)Nc1ccc(S(=O)(=O)Nc2nc(C)nc3sc(C)c(C)c23)cc1	nt	nt	12	nt	87	nt	97	5	2
Nc1cc(-c2cccc([N+](=O)[O-])c2)[nH]n1	-0.3	2	7	4	103	1	107	1	0
CCCc1sc(N/N=C/c2ccccn2)nc1-c1ccc(Br)cc1	2.0	6	-11	6	105	2	99	0	0
O=C(CC(=O)c1ccccc1)Nc1cc([N+](=O)[O-])ccc1Cl	1.2	7	3	-4	102	2	93	7	0
Cc1ccc(-c2cc(C(=O)OCC(=O)N(C)C3CCS(=O)(=O)C3)c3ccccc3n2)o1 (centres undefined)	-0.6	-9	9	22	100	25	103	2	0
COc1ccc(NC(=O)c2cccc3c2C(=O)c2ccc(-c4ccc(F)cc4OCc4ccccc4)cc2S3(=O)=O)cc1	nt	nt	14	nt	96	nt	100	2	2
Cc1cccc(C(=O)NC2CCN(S(=O)(=O)c3ccccc3)CC2)c1	-1.0	7	-1	8	93	1	98	0	0
COc1cccc(CNc2ccc(S(N)(=O)=O)cc2)c1OCc1ccccc1F	-2.4	0	3	9	97	3	97	-3	nt
O=c1c(Cl)c(N2CCN(c3ccccc3)CC2)cnn1C12CC3CC(CC(C3)C1)C2	-1.4	2	10	8	103	7	98	0	1
Cc1ccc2cc3c(N)c(C(=O)N4CC(=O)Nc5ccccc54)sc3nc2c1	4.3	3	-67	-19	97	-6	96	-12	0
Cc1nc2ccc(NS(=O)(=O)c3ccc(F)c(C)c3)cc2[nH]1	-1.1	5	1	1	90	4	89	6	1
Nc1c(Cl)cc(-c2csc(N3CCCC3c3nc4cc(Cl)c(Cl)cc4n3CCCO)n2)cc1Cl (centres undefined)	5.3	-4	-9	4	82	4	94	-2	0
C#CCOCCOCCOCCNc1nc(N2CCN(C(=O)[C@H]([C@@H](C)CC)n3cc([C@@H](N)Cc4ccc(O)cc4)nn3)CC2)nc(N2CCN(C(=O)[C@H]([C@@H](C)CC)n3cc([C@@H](N)Cc4ccc(O)cc4)nn3)CC2)n1	-1.5	1	-32	-2	106	2	93	-1	0
CSc1nc2ccccc2n1CC(=O)Nc1ccc(C)c(C)c1	-2.1	-8	11	0	100	4	99	8	1
C/C(=N/NC(=O)c1cc(C(C)C)[nH]n1)c1cccs1	-0.3	1	24	8	100	3	102	7	0
CC(C)(C)c1nc(N2CCN(C(=O)c3ccco3)CC2)c2nnn(Cc3ccccc3)c2n1	1.5	-1	0	-1	96	5	104	10	0
NC(=O)c1ccc(NC(=O)CNC(c2ccccc2)c2ccccc2)cc1	-0.7	-5	19	4	105	2	102	5	0
CCOC(=O)CCCNC(=O)c1cncc(O)c1	2.9	2	5	5	107	1	109	0	0
CC1CC(C)CN(C(=O)C(NS(=O)(=O)c2ccc3c(c2)oc(=O)n3C)C(C)C)C1 (centres undefined)	-2.4	-2	29	-2	103	0	108	-2	6
CCN(CC(=O)N1CCCC1)S(=O)(=O)c1ccc(OC)cc1	-1.9	nt	8	nt	108	nt	94	nt	3
Cc1cc(NC(=O)Cn2c(=O)c3c(ncn3CCC(C)C)n(Cc3ccccc3)c2=O)no1	0.7	-3	14	-6	93	-1	98	-4	0
CC(C)CCNC(=O)COC(=O)c1ccc(Br)o1	0.6	4	-5	3	106	5	97	-13	3
O=C(N/N=C/C(Br)=C/c1ccccc1)C1CC1	-1.3	15	8	3	99	0	101	-1	0
Further records:
SMILES	MEX-5 binding	Fam108B counter	VLA-4 inh	MCL1-BIM inh	CIT2 TOR yeast	Bcl-xL primary	AGP1 TOR yeast	GLD-1 TGE inh	GRK2 inh
COc1ccc(NC(=O)COC(=O)C2CC3C=CC2C3)cc1 (centres undefined)	0.4	-2	28	-1	97	6	99	4	0
O=[N+]([O-])c1ccc(F)cc1OCc1cccc(S(=O)(=O)N2CCOCC2)c1	-0.8	4	-6	-2	93	-5	97	-3	2
OC(c1cccs1)c1nccc2ccccc12 (centres undefined)	-2.4	-4	14	-3	100	6	96	-9	0
c1cc(C2CCCCC2)ccc1Oc1nc(N2CCOCC2)nc(N2CCOCC2)n1	-1.9	-2	5	4	94	6	99	-3	0
Cc1nc(SCC(=O)NCc2ccc3c(c2)OCO3)c(C#N)c2c1CCCC2	2.2	1	1	6	90	8	96	2	1
COc1ccccc1N1CCN(C2=Nc3cccc4cccc2c34)CC1	-8.0	-1	1	2	nt	3	99	8	3
N#Cc1c(-c2ccccc2)cc(-c2ccccc2)nc1SCC(=O)NCC(=O)O	0.6	-2	-4	6	101	5	115	-3	3
CCOC(=O)c1c(Cc2ccc(Cl)cc2)c[nH]c1C	2.4	-1	3	-8	86	-1	88	5	0
Cc1ccc(-n2c(SCC(=O)N3CCCCC3)nc(O)cc2=O)cc1	-1.0	1	-1	-5	95	3	96	5	0
COC(=O)c1ccccc1NS(=O)(=O)c1ccc(Cl)nc1	-2.7	2	-9	1	102	5	98	-3	1
CCc1ccc(NS(=O)(=O)c2ccc3oc(=O)ccc3c2)cc1	1.1	-2	8	-2	102	4	96	13	4
COCCCNC(=S)N/N=C/c1cccc(OC)c1O	nt	4	-3	17	104	8	102	-2	2
O=C(O)/C(=C\c1ccccc1OC(F)F)Sc1nnc(-c2ccc(F)cc2)o1	-0.1	-1	-19	0	100	-4	102	0	10
COc1ccc(CC(=O)Nc2ccc(-c3ccc4nnc(C)n4n3)cc2)cc1OC	1.7	0	10	1	101	5	97	4	0
COc1ccc(OC)c(-n2c(SCC(=O)Nc3cccc(S(N)(=O)=O)c3)nc3ccccc3c2=O)c1	3.6	-2	5	-4	97	-2	101	-3	0
N#CCOc1nc(N2CCCCC2)nc(N2CCCCC2)n1	0.1	2	17	4	108	5	100	-2	0
Cc1cccn2c(=O)c3cc(C(=O)NCCN4CCOCC4)c(=N)n(CCCN4CCOCC4)c3nc12	-0.5	7	-7	11	?	16	14[may fluoresce violet]	9	17
C/C=C(\C)C(=O)Nc1cccc(C2=NOC3(C2)C[C@H](C(N)=O)N(C(=O)c2cc([N+](=O)[O-])cc([N+](=O)[O-])c2)C3)c1 (some centres undefined)	1.8	3	28	3	81	6	90	4	0
COc1cc(C2Nc3cccc4cccc(c34)N2)cc(OC)c1OC(C)=O	-3.9	34*	-6	46*	93	39*	nt	10	0
CCCN(CCC)CC(O)COc1ccc([N+](=O)[O-])cc1 (centres undefined)	1.0	0	2	2	85	-1	87	4	0
CN(C1CCCCC1)S(=O)(=O)c1ccc2c(c1)c(=O)c(C(=O)NCCCN1CCCC1)cn2C	-1.3	-1	-9	7	101	4	107	-1	1
O=C(O)c1cnn2c(C(F)(F)F)cc(-c3ccco3)nc12	-8.3	0	21	9	91	6	103	0	1
CCOC(=O)[C@@H]1[C@H]2COc3ccc(Br)cc3[C@H]2N2C(=O)N(c3ccc(C)cc3)C(=O)[C@]12C	4.8	0	-9	4	nt	2	81	6	2
COc1ccc2ccccc2c1/C=N/NC(=O)c1cccc([N+](=O)[O-])c1	-1.0	-2	7	2	94	5	99	5	0
CC(NC(=O)CCC(=O)Nc1ccccc1O)c1ccccc1 (centres undefined)	1.1	2	-12	9	102	12	103	5	2
COc1ccc(CCNC(=O)CN(c2ccccc2OC)S(=O)(=O)c2ccc(C)cc2)cc1	0.2	-4	-23	6	103	8	100	2	1

Source: PubChem BioAssay
